hERG WT inh: KCNH2 (human, wildtype) channel inhibition; AID 720551; activity change, % at 1.84 µM; Q12809; 0.37% of 340,000 active; U2OS, BacMam KCNH2, thallium flux FluxOr; stronger effect = lower value;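 active means maximum activity change below -70%; inconclusive means maximum activity change between -70% and -50%; inactive means maximum activity change above -50%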
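U2OS cells transduced with wild-type KCNH2 virus are loaded with FluxOr dye for 45 min, and thallium flux is measured in kinetic reads before and after stimulation buffer. Rate constants are normalized to DMSO controls.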
USP2a inh: inhibitors of human ubiquitin-specific protease USP2a | USP2 core, Ub-CHOP2 coupled fluorogenic reporter, 485/531 | Potency, µM (series often up to 38.3 µM), for inactives: top-dose activity change, negative = inhibition, most hits filed as inhibitors | 0.01% of 330,000 active | AID 463254;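 further: potency means the concentration at half of the fitted maximal effect; plate controls were DMSO wells for no effect and full inhibition by NEM control for full effect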
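Cell-free coupled assay: 10nM USP2 core preincubated 30min RT with compound in Tris-HCl pH 8.0/CaCl2/CHAPS buffer, then 25nM Ub-CHOP2 and 25nM reporter substrate; fluorescence (Ex 485/Em 531) read after 60min RT, normalized to NEM inhibition, concentration-response curves fitted.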
Eya2 phos inh: inhibitors of human Eya2 phosphatase activity; 0.006% of 330,000 active; Potency, µM (highest dose often 76.9 µM), without a hit: at the highest dose activity, negative = inhibition, most hits filed as inhibitors; O00167; recombinant Eya2, OMFP fluorescence dephosphorylation (OMFP is methylfluorescein phosphate); further: potency means the concentration at half of the fitted maximal effect
Target sequence (O00167 whole entry, looked up): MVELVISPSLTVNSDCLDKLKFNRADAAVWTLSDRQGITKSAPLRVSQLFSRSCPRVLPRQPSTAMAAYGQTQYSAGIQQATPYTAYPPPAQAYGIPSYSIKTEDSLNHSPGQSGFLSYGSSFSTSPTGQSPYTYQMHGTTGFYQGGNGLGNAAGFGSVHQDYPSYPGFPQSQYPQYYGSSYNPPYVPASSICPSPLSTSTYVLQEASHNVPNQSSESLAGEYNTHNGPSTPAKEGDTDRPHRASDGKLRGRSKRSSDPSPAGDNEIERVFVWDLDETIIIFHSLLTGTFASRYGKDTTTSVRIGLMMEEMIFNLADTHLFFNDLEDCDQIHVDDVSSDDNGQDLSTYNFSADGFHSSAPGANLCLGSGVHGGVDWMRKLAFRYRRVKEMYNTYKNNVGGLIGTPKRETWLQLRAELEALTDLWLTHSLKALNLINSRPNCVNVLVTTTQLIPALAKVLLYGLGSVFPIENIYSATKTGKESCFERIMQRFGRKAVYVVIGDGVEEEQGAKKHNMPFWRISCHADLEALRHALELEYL
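Eya2 protein (added as 0.2 uM solution) was preincubated with compound for 10 min at ambient temperature in 50 mM HEPES pH 7.5, 50 mM NaCl, 5 uM MgCl2, 0.05% BSA, 1 mM DTT. OMFP (added at 50 uM) then reacted 10 min; fluorescence read at 485/525 nm.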
KCNH2 3.1 block: inhibitors of human KCNH2 3.1 potassium channel isoform; U2OS KCNH2 3.1, thallium flux FluxOr; stronger effect = lower value; activity change, % (tested at about 1.8 µM); 0.95% of 340,000 active;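 active means maximum activity change below -70%; inconclusive means maximum activity change from -70% to -50%; inactive means maximum activity change above -50%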;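 further: thallium influx rate constant from kinetic fluorescence after stimulation buffer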
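Steps: virus added to U2OS suspension (4 h, RT, dark); medium with 10% FBS added, cells plated, 37 C overnight; FluxOr/Red40 loading buffer 45 min RT; stimulation buffer, 2 min kinetic read; rate constant normalized.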
B2AR arrestin: recruits beta-arrestin to the human beta2-adrenergic receptor. Potency, µM (series often up to 46.1 µM), inactives show top-dose activation, hits mostly activators. P07550. 0.02% of 330,000 active. beta-arrestin recruitment to beta2AR, cell-based reporter;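 further: potency means the concentration at half of the fitted maximal effect; 0% = DMSO controls and full agonism = EC100 isoproterenol or metaproterenol; nearly all actives have a fitted effect of over 65% in size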
uPA surface inh: inhibitors of cell surface uPA generation; Potency, µM (doses to about 38.3 µM), for the others: at the top dose activity change, negative = inhibition, usual class: inhibitors; 0.31% of 330,000 active; cell surface uPA generation assay, qHTS; active means well fitted inhibition curve with a large enough effect; inconclusive means small, poorly fitted or top-dose-only effect; inactive means no such curve, though single readings can be large or run the other way; tested in mouse RAW 264.7 cells; further: potency means the concentration at half of the fitted maximal effect; nearly all actives have a fitted effect of over 55% in size
Coupling enz: inhibits coupling enzyme system, counter-screen for aldolase hits. activity change, negative = inhibition, % at 58.2 µM, hits read low. AID 2472. coupling enzyme system counterscreen, AmpLite Red fluorescence. 0.67% of 290,000 active; in the data active means activity change below about -30%
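Compounds tested against the coupling enzymes alone at 57.5 uM final; readout was AmpLite Red fluorescence (525/598 nm) after 20 min at RT.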
PKM2 activator: activators of human pyruvate kinase M2. P14618. purified PKM2, Kinase-Glo ATP luminescence, activation; response scale: 0% is enzyme alone, no compound. Potency, µM (highest dose often 57.5 µM), for the others: top-dose activation, actives largely listed as activators. 0.34% of 260,000 active. AID 1631; further: potency means the concentration at half of the fitted maximal effect; nearly all actives have a fitted effect of over 55% in size
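ATP formation by purified human PK-M2, quantified via coupled luciferase luminescence after 1 h at room temperature with 0.1 mM ADP and 0.5 mM PEP final.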
GALK inh: inhibitors of human galactokinase; P51570; Purified GALK, Kinase-Glo residual ATP luminescence; Potency, µM (highest dose often 57.5 µM), inactives show at the highest dose activity change, negative = inhibition, hits mostly inhibitors; 0.007% of 270,000 active; AID 1868; further: potency means the concentration at half of the fitted maximal effect
Target sequence (P51570 whole entry, looked up): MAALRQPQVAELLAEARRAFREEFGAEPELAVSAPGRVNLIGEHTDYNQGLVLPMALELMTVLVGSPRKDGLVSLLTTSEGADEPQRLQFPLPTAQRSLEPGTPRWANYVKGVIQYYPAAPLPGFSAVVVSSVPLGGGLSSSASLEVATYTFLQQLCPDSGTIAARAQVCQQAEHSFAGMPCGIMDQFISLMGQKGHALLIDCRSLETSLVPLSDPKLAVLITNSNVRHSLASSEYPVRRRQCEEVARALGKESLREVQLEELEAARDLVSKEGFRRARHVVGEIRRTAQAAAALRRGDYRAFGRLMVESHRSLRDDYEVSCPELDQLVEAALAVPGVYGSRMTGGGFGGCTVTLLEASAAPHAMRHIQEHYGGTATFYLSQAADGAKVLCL
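Luminescence from leftover ATP (Ultra-Glo luciferase/luciferin) served as read-out after a 1 h room-temperature reaction of 5 nM GALK with 35 uM ATP and 100 uM galactose.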
BCR signal inh: chronic active BCR signaling inhibition; 0.05% of 340,000 active; ABC-DLBCL IkBa-CBG/CBR reporter, luminescence ratio, 4 h; AID 493014; Potency, µM (titrated, usually from 46.1 µM), for the others: top-dose ratio change, negative = lower green/red ratio, actives largely listed as inhibitors; active means well fitted inhibition curve with a large enough effect in the signal ratio, with a control signal flat, not every such curve was filed as active; inconclusive means small, poorly fitted or top-dose-only effect, or effect the other way, or a change in a side signal; the % refers to the signal ratio;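 further: potency means the concentration at half of the fitted maximal effect; plate controls were basal doxycycline-induced cells for no effect and cells given 10 µM MG132 for full effect; MG132 reads +100%, hits lower the ratio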
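TMD8 ABC-DLBCL cells carrying doxycycline-inducible green luciferase fused to IkappaBalpha plus unfused red luciferase were exposed to compounds (up to 46 uM) for 4 hrs at 37C. Activity came from the overlap-corrected green/red luminescence ratio.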
Giardia kill: kills Giardia lamblia. Giardia lamblia trophozoite viability. activity change, % at 7.66 µM, hits read low. 0.15% of 340,000 active. AID 540267; in the data active means activity change below about -80%; inconclusive means between about -30% and that limit;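 further: parasites exposed to compound for two days anaerobically before the ATP read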
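Media and compound were dispensed first, then trophozoites at 100 cells/well; plates sat 48 hrs at 37 deg C without oxygen before ATP luminescence reagent was added and read after 15-30 min at room temperature.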
An asterisk follows results filed as active; ? = inconclusive; nt = not tested or not shown; & = joins results of further samples; [ ] = remark or other dose. Unless noted, the call rests on the fitted dose curve; in most records, active means well fitted curve in the direction sought with a large enough effect; inconclusive means small, poorly fitted or top-dose-only effect, or another doubt; inactive means no such curve, though single readings can be large; an effect the other way counts as inactive or inconclusive. Unless noted, on the % scale 0 is the no-effect control and ±100 the full control effect.

SMILES	hERG WT inh	USP2a inh	Eya2 phos inh	KCNH2 3.1 block	B2AR arrestin	uPA surface inh	Coupling enz	PKM2 activator	GALK inh	BCR signal inh	Giardia kill
CCCCc1cc(=O)oc2cc(OCC(=O)Nc3ccccn3)ccc12	16	-1%	9%	-33	0.2%	?	nt	nt	4%	-5%	16
Cc1nnc(NC(=O)c2ccccc2Br)s1	1	-1%	-2%	1	0.0%	4%	-1	-1%	1%	0%	-26
CCCCOc1ccc(CSC(CC(=O)O)C(=O)O)cc1 (configuration not stated)	-15	-1%	0%	2	-0.3%	2%	9	-3%	-3%	-3%	-23
NNC(=O)c1ccc(COc2ccc([N+](=O)[O-])cc2)o1	-22	9%	9%	-4	0.2%	-8%	3	4%	-3%	?	-2
Nc1ccc(N2CCN(C(=O)c3cccs3)CC2)cc1	1	3%	18%	-1	-0.3%	-15%	-2	0%	-2%	-8%	-1
Cc1cccc(NC(=O)N2CCC(NC(=O)c3ccco3)CC2)c1	2	1%	-7%	-11	-0.2%	-1%	6	6%	0%	-4%	22
CCc1nnc(NC(=O)CN2CCN(c3ccccc3F)CC2)s1	nt	-2%	5%	0	0.0%	10%	5	-5%	9%	-29%	-9
COC(=O)c1ccc(C(=O)OC)c(NC(=S)N2CC(C)CC(C)C2)c1 (configuration not stated)	0	0%	11%	17	-0.4%	-1%	2	0%	nt	-3%	3
Cc1c(NC(=O)COc2ccccc2Cl)c(=O)n(-c2ccccc2)n1C	-6	3%	-7%	10	-0.7%	9%	nt	nt	nt	1%	-1
CCN(CC)CCN(C(=O)c1cccc([N+](=O)[O-])c1)c1nc2ccc(OC)cc2s1	1	-1%	4%	1	0.1%	2%	-1	0%	1%	-8%	36[activator]
CN(Cc1ccon1)C(=O)C1CCC(=O)N(Cc2ccc(Cl)cc2)C1 (configuration not stated)	1	-1%	-5%	-4	-0.2%	13%	nt	-6%	-5%	-1%	-2
CN(C)c1ccc(NC(=O)CSc2nnc(C3CCCCC3)n2N)cc1	-38	4%	-20%	-7	-0.1%	1%	-1	4%[0.46 µM]	1%	4%	4
COc1cccc(NC(=O)c2cc(Cl)nnc2Cl)c1	35	1%	-2%	nt	0.2%	-25%	-1	5%	0%	?	16
COCCN(CCOC)Cc1c(O)ccc2c3c(c(=O)oc12)CCC3	-7	2%	1%	1	0.5%	2%	-1	3%	1%	0%	20
O=C(Cc1ccccc1)NNC1=NS(=O)(=O)c2ccccc21	4	0%	-4%	-17	0.4%	-2%	8	0%	1%	0%	-7
COc1cccc(C(=O)NC2CCN(CC(=O)Nc3cccc(C)c3C)CC2)c1	-16	-1%	-7%	-6	0.2%	?	1	6%	0%	-8%	-27
COc1cccc2cc(C(=O)NCc3ccccc3)c(=N)oc12	3	1%	9%	-11	-0.5%	4%	0	1%	6%	0%	-3
CCCCOc1ccc(S(=O)(=O)N2CCCCCC2)cc1	-22	2%	-12%	-1	0.0%	8%	-1	-5%	-3%	22%	0
CCOC(=O)N1CCC(N2CCCC(C(=O)c3ccccc3OC)C2)CC1 (configuration not stated)	16	9%	5%	-9	-1.0%	0%	2	-3%	0%	-1%	4
CCCCc1ccccc1NC(=S)NC1CCCC1	-5	3%	12%	8	0.4%	-4%	-1	1%	-1%	8%	-29
COc1ccc(C2=C(Nc3ccc(C)cc3)c3ccccc3C2=O)cc1	32	0%	-1%	nt	0.1%	-9%	-4	0%	1%	?	7
COC(=O)c1cccc(N2C(=O)C3CC=CCC3C2=O)c1 (configuration not stated)	1	1%	-16%	14	-0.7%	0%	2	4%	-2%	5%	1
COc1ccc(-c2nn(C)c(=O)c3ccccc23)cc1CNC(=O)NC1CCCCC1	nt	-4%	-1%	nt	0.2%	nt	0	1%	2%	-4%	nt
CC(=O)c1cc(CC(=O)N2CCc3c([nH]c4ccccc34)C2c2ccccn2)cs1 (configuration not stated)	-7	8%	-7%	-9	-0.7%	-2%	5	15%	2%	-9%	-18
CCOC(=O)c1[nH]c(C)c(/C(O)=C2\C(=O)C(=O)N(CCCn3ccnc3)C2c2ccncc2)c1C (configuration not stated)	-5	1%	-19%	-11	-1.7%	10%	4	3%	-1%	2%	1
Cc1c(CC(=O)NC(C)C)c(=O)oc2cc3c(cc12)CCC(C)(C)O3	-6	-2%	5%	-2	4.2%	1%	0	nt	nt	-3%	-7
COC(=O)C1=C(C(=O)OC)[C@@H]2N(C)c3ccccc3[C@@]23C[C@@H](C(=O)OC)N(C(=O)c2ccc(Br)cc2)C3=N1	-2	-10%	2%	-1	-0.4%	?	-9&2	4%[11.5 µM]	5%	-7%	18
O=C(NCC(=O)N1CCCC1)c1ccc(Br)cc1	3	0%	8%	3	-0.5%	-2%	1	nt	-2%	?	5
Cc1ccc(NC2=C(Cl)C(=O)OC2OC(=O)c2ccc(C)cc2)cc1 (configuration not stated)	?	0%	6%	?	0.2%	-1%	0	2%	0%	2%	9
Cc1c(OCC(=O)NCCCN2CCCC2=O)ccc2c3c(c(=O)oc12)CCCC3	-7	1%	8%	11	-0.1%	-3%	nt	nt	-4%	?	18
O=C(Cn1ncc2c3ccccc3n(Cc3ccccc3)c2c1=O)NC1CCCC1	1	2%	3%	24	0.2%	-2%	2	nt	-4%	1%	27
CC(=O)c1ccc(NC(=O)CSC2=NS(=O)(=O)c3cc(Cl)ccc3N2)cc1	-1	0%	5%	1	-1.1%	-8%	nt	nt	nt	-29%	9
CCOC(=O)C1=C(CC)OC(N)=C(C#N)C1c1ccsc1 (configuration not stated)	0	1%	-13%	-4	-0.4%	0%	-15	2%	nt	-6%	-8
O=C(NCc1cnn(-c2ccccc2)c1)C1CCC(=O)N(C2CC2)C1 (configuration not stated)	15	-1%	-3%	-6	-0.6%	4%	nt	-9%	-2%	1%	-1
CC(C)NC(=O)c1nc2ccccc2s1	-11	-2%	12%	7	-0.2%	nt	3	3%	0%	?	-12
CCNC(=S)Nn1cnc2ccccc21	3	0%	9%	-1	-0.7%	3%	2	6%	-1%	-2%	17
COc1cc(/C=N/NC(=O)CSCc2ccc([N+](=O)[O-])cc2)cc(OC)c1OC	11	-6%	-4%	5	3.4%	6%	-2	6%	-1%	-1%	0
CCOP(=O)(OCC)C1NC(=O)N(c2ccccc2)C1=O (configuration not stated)	-9	4%	-9%	-10	0.0%	-8%	0	nt	4%	0%	13
O=C(N/C(=C/c1ccc([N+](=O)[O-])cc1)C(=O)N1CCCC1)c1ccccc1	12	0%	14%	7	-0.2%	-3%	3	nt	-1%	-6%	21
O=C(Nc1cc(Cl)ccc1Oc1ccccc1)C1=COCCO1	6	2%	-7%	-74*	-0.2%	-11%	nt	nt	nt	7%	-11
O=C(CN1CCN(Cc2ccccc2)CC1)Nc1ccc(F)c(F)c1	22	1%	14%	-27	0.1%	18%	0	1%[11.5 µM]	-5%	3%	-10
Nc1nonc1-n1nnc(C(=O)N/N=C/c2ccncc2)c1CSc1ccc(Cl)cc1	-4	3%	0%	2	0.2%	3%	-2	nt	-10%	1%	0
CCC(=O)c1ccc(OCC(=O)NCC2COc3ccccc3O2)cc1 (configuration not stated)	-1	-1%	17%	13	0.7%	3%	nt	nt	nt	?	-16
Brc1ccc(/C=N/Nc2nc3ccccc3o2)cc1	-4	-1%	-4%	-7	3.9%	-23%	1	nt	-1%	?	-9
Cc1ccc(S(=O)(=O)CCC(=O)OCC(=O)c2c[nH]c3ccccc23)cc1	3	-4%	3%	1	-0.2%	1%	-5	-2%	3%	?	0
CC(Cc1c[nH]c2ccccc12)C(=O)N1CCN(c2ccccc2F)CC1 (configuration not stated)	6	3%	-23%	8	-0.4%	-18%	-1	nt	-6%	1%	9
O=[N+]([O-])c1ccccc1S(=O)(=O)Nc1ccc(S(=O)(=O)Nc2nccs2)cc1	1	3%	-4%	3	0.5%	5%	-3	nt	0%	0%	-27
COc1ccc(S(=O)(=O)NC(C)C)cc1C(=O)N1CCOCC1	-1	-4%	12%	2	0.4%	-3%	7	-7%	2%	-5%	-6
COC(=O)c1ccc(C(=O)Nc2ccc(F)cc2)cc1	5	2%	12%	-6	-0.6%	?	nt	nt	nt	?	8
CCCCNC(=O)C1CCN(Cc2ccc(OCc3ccccc3)c(OC)c2)CC1	35	-1%	-4%	35	0.3%	?	0	-2%	-3%	-3%	7
